# Screening results deposited in PubChem BioAssay by National Center for Advancing Translational Sciences (NCATS).
# Pol beta inh = inhibitors of human DNA polymerase beta. Pol beta primer extension/strand displacement, fluorescence kinetic. Potency, µM (doses to about 114 µM), inactives show top-dose activity change, negative = inhibition, most hits filed as inhibitors. actives 1.3% (n = 340,000); note: % is set by controls: 0 for no effect and ±100 for the full control effect
#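 10 nM enzyme + cpd, 15 min RT; start with substrate 50 nM final; read 0 min and after 10 min RT. Corrected, normalized data; 4-parameter Hill curve fit.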
# BAZ2B block = blocks human BAZ2B; Potency, µM (highest dose often 114 µM), for inactives: at the highest dose activity change, negative = inhibition, most hits filed as inhibitors; Q9UIF8; AlphaScreen BAZ2B-H3K14Ac peptide displacement; AID 504333; actives 4.4% (n = 360,000); note: % is set by controls: 0 for no effect and ±100 for the full control effect; nearly all actives have a fitted effect of over 60% in size
#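 AlphaScreen displacement: compounds (up to 110uM) incubated 30 min at room temperature with a preformed 50 nM BAZ2B/50 nM biotinylated H3K14Ac peptide complex in PBS pH 7.4 with Tween-20. Donor and acceptor beads at 10 ug/mL final added, 20 min light-protected before reading.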
# BLM inh = inhibitors of human Bloom syndrome helicase BLM; recombinant BLM DNA unwinding, fluorescence dequenching; Potency, µM (highest dose often 56.1 µM), for inactives: at the highest dose activity change, negative = inhibition, hits mostly inhibitors; actives 0.2% (n = 350,000); AID 2528;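 note: plate controls were vehicle for no effect and no enzyme for full effect; nearly all actives have a fitted effect of over 35% in size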
# Apoferritin bind = candidate novel general anesthetic via apoferritin binding; P02791; apoferritin/1-aminoanthracene competitive binding, fluorescence; Potency, µM (top dose mostly 77.5 µM), inactives show top-dose activity change, negative = displacement, actives largely listed as inhibitors; actives 0.074% (n = 350,000); note: % is set by controls: 0 for no effect and ±100 for the full control effect; nearly all actives have a fitted effect of over 20% in size
# Target sequence (P02791 2-175 limits assumed): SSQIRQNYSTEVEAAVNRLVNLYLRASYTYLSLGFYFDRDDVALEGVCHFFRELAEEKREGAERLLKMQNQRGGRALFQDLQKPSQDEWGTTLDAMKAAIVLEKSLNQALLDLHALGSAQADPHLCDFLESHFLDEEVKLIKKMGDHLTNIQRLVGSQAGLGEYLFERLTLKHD
#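 Apoferritin-based anesthetic binding model; compound displacement of fluorescent 1-AMA measured as endpoint fluorescence after 10 minutes at room temperature, scaled to free-ligand and complex controls.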
# POLK inh = blocks human DNA polymerase kappa activity; Potency, µM (series often up to 107 µM), for inactives: top-dose activity, negative = inhibition, hits mostly inhibitors; actives 0.53% (n = 400,000); purified Pol kappa, fluorescent DNA synthesis assay, 10 min; Q9UBT6; note: % is set by controls: 0 for no effect and ±100 for the full control effect
#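 10 nM Pol kappa was preincubated with compounds for 15 min at room temperature. Reaction started with 50 nM (final) substrate. Fluorescence read kinetically at 0 and 10 min.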
# APE1 inh = APE1 (human) endonuclease inhibition | P27695 | recombinant APE1, TAMRA/BHQ-2 abasic DNA cleavage fluorescence | Potency, µM (titrated, usually from 65.8 µM), inactives show top-dose activity change, negative = inhibition, usual class: inhibitors | actives 0.35% (n = 350,000);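 note: plate controls were vehicle for no effect and reference inhibitor for full effect; nearly all actives have a fitted effect of over 55% in size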
# Target sequence (P27695 whole entry, looked up): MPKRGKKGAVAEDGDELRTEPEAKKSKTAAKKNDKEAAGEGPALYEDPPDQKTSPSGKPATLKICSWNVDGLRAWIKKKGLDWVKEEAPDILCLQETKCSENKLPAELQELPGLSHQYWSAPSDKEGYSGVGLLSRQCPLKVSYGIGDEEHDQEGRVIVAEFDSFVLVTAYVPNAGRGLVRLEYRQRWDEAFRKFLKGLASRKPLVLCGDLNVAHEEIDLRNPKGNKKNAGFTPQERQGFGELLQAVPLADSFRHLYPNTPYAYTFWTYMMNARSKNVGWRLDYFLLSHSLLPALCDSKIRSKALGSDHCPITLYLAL
#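 Step 1: APE1 (0.75 nM) with compound, 15 min RT. Step 2: add 50 nM fluorophore/quencher THF duplex. Step 3: three fluorescence reads 60 s apart (525/598 nm); read 3 minus read 1 = reaction progress.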
# G9a inh = blocks human histone lysine methyltransferase G9a. Q96KQ7. G9a H3K9 monomethylation, AlphaScreen, 2 h. Potency, µM (doses to about 102 µM), for the others: at the highest dose activity, negative = inhibition, actives largely listed as inhibitors. actives 8.8% (n = 350,000); note: % is set by controls: 0 for no effect and ±100 for the full control effect; nearly all actives have a fitted effect of over 75% in size
# Target sequence (Q96KQ7 913-1193 limits assumed): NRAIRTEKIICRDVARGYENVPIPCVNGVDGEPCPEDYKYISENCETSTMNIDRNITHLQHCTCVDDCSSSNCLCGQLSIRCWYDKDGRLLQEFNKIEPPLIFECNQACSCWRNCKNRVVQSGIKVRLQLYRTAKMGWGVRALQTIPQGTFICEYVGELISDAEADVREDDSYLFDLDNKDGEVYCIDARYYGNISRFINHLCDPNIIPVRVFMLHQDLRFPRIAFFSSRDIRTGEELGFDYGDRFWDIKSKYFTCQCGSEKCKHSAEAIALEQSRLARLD
#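 Step 1: enzyme (final 20 nM) with compound, 15 min RT. Step 2: substrate peptide 500 nM and SAM 20 uM, 2 h RT. Step 3: anti-H3K9me1 antibody and AlphaScreen beads, 10 min, then plate read.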
# POLH inh = blocks human DNA polymerase eta activity; AID 588591; Potency, µM (titrated, usually from 114 µM), without a hit: at the highest dose activity change, negative = inhibition, hits mostly inhibitors; Q9Y253; actives 1.2% (n = 390,000); recombinant Pol eta, fluorescent DNA replication assay; note: % is set by controls: 0 for no effect and ±100 for the full control effect
#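 Pol eta (10 nM) was preincubated with compounds for 15 min at room temperature, after which fluorescent replication substrate (50 nM final) was added to start the reaction. Fluorescence was read kinetically at 0 and 10 min.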
# Pol iota inh = blocks human DNA polymerase iota activity; Q9UNA4; Pol iota fluorescent replication assay, 10 min; Potency, µM (highest dose often 115 µM), inactives show top-dose activity, negative = inhibition, usual class: inhibitors; actives 1% (n = 390,000)
#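 Pol iota at 10 nM preincubated 15 min with compounds at room temperature; reaction started with fluorescent substrate, 50 nM final. Fluorescence read kinetically at 0 and 10 min; buffer-only wells as negative control.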
# * marks the source's active call; other numbers are inactive results; ? = inconclusive; · = not tested or not shown; [ ] = dose if it differs, or a comment. Calls come from the whole dose curve; as a rule, active = well fitted curve in the direction sought with a large enough effect; inconclusive = small, poorly fitted or top-dose-only effect, or another doubt; inactive = no such curve, though single readings can be large; an effect the other way counts as inactive or inconclusive. Potency is the fitted concentration of half-maximal effect.
# Sequence of screens – Pol beta inh	BAZ2B block	BLM inh	Apoferritin bind	POLK inh	APE1 inh	G9a inh	POLH inh	Pol iota inh
1. COc1ccc(C(NC(=O)CN2C(=O)NC3(CCc4ccccc43)C2=O)c2ccccc2)cc1 (stereo unspecified)
 : ·	-27%	·	·	6%	19%	-13%[12.7 µM]	-9%	8%
2. NC[C@@H]1O[C@@H](O[C@H]2[C@H](O)[C@H](O[C@@H]3O[C@H](CO)[C@@H](O)[C@H](N)[C@@H]3O)[C@@H](N)C[C@H]2N)[C@H](N)C[C@@H]1O
 : ·	·	8%[21.4 µM]	-8%[29.3 µM]	-4%[12 µM]	·	31%[21.5 µM]	·	·
3. CCN(CC)S(=O)(=O)c1ccc(N2CCOCC2)c(NCC(=O)Nc2ccc(F)cc2)c1
 : 82%[activator]	-18%	-2%	?	-13%	-10%	-4%	1%	111%[activator]
4. Cc1cc(-n2c(C)cc(C(=O)CSc3ccc4c(c3)OCCO4)c2C)no1
 : 4%	-14%	-7%	?	-18%	-4%	?	-8%	?
5. COc1cccc(OC)c1C(=O)Nc1nnc(C)s1
 : 24%	-3%	-1%	-12%	9%	·	?	-7%	4%
6. Cc1nn(C)c(C(=O)Sc2cccc(Cl)c2)c1[N+](=O)[O-]
 : 0%	-10%	-2%	-3%	5%	-1%	?	-11%	-26%
7. O=C1Cc2cccc3cccc1c23
 : 7%	2%	3%	-8%	4%	4%	-4%[12.7 µM]	7%	32%[activator]
8. Cc1ccc(C)c(NS(=O)(=O)c2cc(C(=O)NCCC3=CCCCC3)ccc2C)c1
 : -11%	10%	-11%	-3%	-10%	-6%	14%[59 µM]	1%	2%
9. CCN1CCc2c(OCC(=O)N3CCCc4ccccc43)cccc2C1=O
 : 49%[activator]	1%	-1%	-15%	-3%	3%	17%	3%	35%[activator]
10. CCOc1ccccc1C(=O)NCC(=O)OCC(=O)NCCc1ccc(S(N)(=O)=O)cc1
 : 15%	25%	1%	-4%	-22%	-1%	-8%	-8%	-9%

# The results go on:
# Sequence of screens – Pol beta inh	BAZ2B block	BLM inh	Apoferritin bind	POLK inh	APE1 inh	G9a inh	POLH inh	Pol iota inh
11. O=C(NC1CCCCCC1)c1ccc(OCC2CCCO2)cc1 (stereo unspecified)
 : -29%	-20%	-9%	-10%	-16%	0%	29%[12.7 µM]	-4%	-33%
12. O=C(Nc1ccccc1Oc1cccnc1)C1CCCN(Cc2cccc(Cl)c2)C1 (stereo unspecified)
 : -10%	-16%	0%	-10%	-2%	-10%	4%	-9%	26%
13. CCOC(=O)C1CCN(Cc2ccc(OC)cc2OC)CC1
 : ?	?	-2%	22%	-11%	-8%	?	2%	8%
14. O=C(c1ccc([N+](=O)[O-])cc1)N1CCN(Cc2ccccc2)CC1
 : 1%	-18%	-3%	-12%	0%	3%	-39%[59 µM]	-13%	-2%
15. COc1cccc(/C=C/C(=O)N(C)CC(=O)Nc2ccc(Cl)c(C(F)(F)F)c2)c1
 : ·	12%	·	·	-11%	-16%	?	-21%	1%
16. CCCCn1c(-c2ccc(Cl)c(Cl)c2)nc2cc3[nH]c(=O)c(C(C)C)nc3cc21
 : 26%	7%	-12%	-21%	-7%	-11%	·	-1%	43%[activator]
17. Cc1oc(C)c2c(=O)ccc3c(c12)OC(N)=C(C#N)C3c1ccccc1 (stereo unspecified)
 : ?	?	-2%	-9%	-27%	11%	8.9µM*	?	?
18. CCN(Cc1ccccc1)Cc1c(O)ccc2oc(C)c(C(=O)Nc3ccccc3C)c12
 : 0%	-23%	-6%	-6%	-5%	·	?	1%	?
19. COc1ccc(NCc2ccc(OC)c(OC)c2)cc1
 : 29%	?	-8%	-13%	·	2%	?	·	·
20. CCOC(=O)c1sc(=NC(=O)c2ccc(C)cc2)n(C)c1C
 : 0%	-16%	-7%	-5%	-5%	-6%	5%	-21%	104%[activator]

# Continuation.
# Sequence of screens – Pol beta inh	BAZ2B block	BLM inh	Apoferritin bind	POLK inh	APE1 inh	G9a inh	POLH inh	Pol iota inh
21. CCOc1ccc(CC(=O)N2CCC3(CC2)NCCc2[nH]cnc23)cc1
 : 32%	-14%	0%	35%[activator]	0%	-7%	·	-2%	-5%
22. COc1ccc2c(CNCCc3ccccc3)c(C(=O)O)n(Cc3cccc(F)c3)c2c1
 : 5%	-34%	4%	-7%	-13%[60.1 µM]	·	?	-7%	6%
23. CCN1CCc2c(sc(NC(=O)Nc3ccc(Cl)c(Cl)c3)c2C(N)=O)C1
 : 2%	-5%	-10%	-6%	-21%	29%	-12%[59 µM]	-22%	13%
24. CCCc1nn2c(=O)cc(COC(=O)c3cccc(NC(=O)c4ccc(OCC)cc4)c3)nc2s1
 : -25%	-7%	-8%	-17%	-2%[60.1 µM]	·	-4%[12.7 µM]	-10%	15%
25. OC[C@@H](O)C1OC2NC(=S)OC2C1O (stereo partly specified)
 : 18%	-15%	-6%	2%	12%	-8%	1%	-16%	-16%
26. Cc1ccc(-c2nnc(SCC(=O)NNC(=O)COc3ccccc3C)n2C)cc1
 : -5%	-2%	1%	-2%	-1%	-4%	18%[59 µM]	-15%	-3%
27. CC(C)OCCCNC(=O)c1ccc(Br)cc1
 : 3%	0%[57.1 µM]	-6%	-11%	-14%	2%	5%	-3%	11%
28. Cc1ccc(-n2c(O)c(C=NC3CCS(=O)(=O)C3)c3ccccc3c2=O)cc1C (stereo unspecified)
 : 0%	-30%	-16%	-18%	-9%	5%	6%[59 µM]	6%	-5%
29. CC(C)c1ccc(/C=C/C(=O)Nc2nncs2)cc1
 : 26%	7%	2%	-3%	-16%	9%	-7%[59 µM]	-5%	6%
30. Cc1ccc(-c2nc3cccc(C)n3c2Nc2ccc3c(c2)OCCO3)cc1
 : 27%	·	-12%	43%[activator]	-5%	·	13µM*	-24%	-5%

# Structures above that have a Cl atom, in the order listed:
# Sequence of screens – Pol beta inh	BAZ2B block	BLM inh	Apoferritin bind	POLK inh	APE1 inh	G9a inh	POLH inh	Pol iota inh
6. Cc1nn(C)c(C(=O)Sc2cccc(Cl)c2)c1[N+](=O)[O-]
 : 0%	-10%	-2%	-3%	5%	-1%	?	-11%	-26%
12. O=C(Nc1ccccc1Oc1cccnc1)C1CCCN(Cc2cccc(Cl)c2)C1 (stereo unspecified)
 : -10%	-16%	0%	-10%	-2%	-10%	4%	-9%	26%
15. COc1cccc(/C=C/C(=O)N(C)CC(=O)Nc2ccc(Cl)c(C(F)(F)F)c2)c1
 : ·	12%	·	·	-11%	-16%	?	-21%	1%
16. CCCCn1c(-c2ccc(Cl)c(Cl)c2)nc2cc3[nH]c(=O)c(C(C)C)nc3cc21
 : 26%	7%	-12%	-21%	-7%	-11%	·	-1%	43%[activator]
23. CCN1CCc2c(sc(NC(=O)Nc3ccc(Cl)c(Cl)c3)c2C(N)=O)C1
 : 2%	-5%	-10%	-6%	-21%	29%	-12%[59 µM]	-22%	13%

# 7 compounds from above, ordered by the number in POLH inh, low to high:
no.	SMILES	POLH inh
30	Cc1ccc(-c2nc3cccc(C)n3c2Nc2ccc3c(c2)OCCO3)cc1	-24%
25	OC[C@@H](O)C1OC2NC(=S)OC2C1O (stereo partly specified)	-16%
24	CCCc1nn2c(=O)cc(COC(=O)c3cccc(NC(=O)c4ccc(OCC)cc4)c3)nc2s1	-10%
29	CC(C)c1ccc(/C=C/C(=O)Nc2nncs2)cc1	-5%
27	CC(C)OCCCNC(=O)c1ccc(Br)cc1	-3%
21	CCOc1ccc(CC(=O)N2CCC3(CC2)NCCc2[nH]cnc23)cc1	-2%
28	Cc1ccc(-n2c(O)c(C=NC3CCS(=O)(=O)C3)c3ccccc3c2=O)cc1C (stereo unspecified)	6%

# (next part)
# Sequence of screens – Pol beta inh	BAZ2B block	BLM inh	Apoferritin bind	POLK inh	APE1 inh	G9a inh	POLH inh	Pol iota inh
31. O=[N+]([O-])c1ccc(N2CCN(S(=O)(=O)c3ccccc3[N+](=O)[O-])CC2)cc1N1CCc2ccccc2C1
 : -29%	-26%	-4%	-9%	0%	5%	?	-10%	8%
32. O=C(NCc1nc2ccccc2[nH]1)C1=C[C@@H](c2ccccc2)C[C@@H](OCc2ccc(CO)cc2)O1
 : -22%	-25%	5%	-6%	-4%	?	10%[12.7 µM]	0%	-28%
33. CCOC(=O)c1ccc(S(=O)(=O)NCCN2CCOCC2)cc1
 : -18%	·	1%	-5%	4%	-2%	?	1%	21%
34. CCOC(=O)c1c(C)[nH]c(C(=O)OCC(=O)Nc2ccc(OCC)cc2)c1C
 : 9%	-11%	7%	-3%	-2%	7%	-45%[12.7 µM]	-14%	12%
35. Cc1cc(C)nc(N2CCCC(C(=O)Nc3nnc(C)s3)C2)n1 (stereo unspecified)
 : 13%	-3%	-1%	-10%	-13%	3%	12%	-10%	-1%[58.9 µM]
36. Cc1ccc(NC(=O)c2ccc3c(c2)CCN3S(C)(=O)=O)cc1C
 : -17%	-4%	-7%	-14%	-10%	20%	18%[59 µM]	-4%	21%
37. COCCN(C(=O)CN1CCCc2ccccc21)c1c(N)n(Cc2ccccc2)c(=O)[nH]c1=O
 : 33%	2%	1%	-14%	-11%	-3%	-6%[59 µM]	-2%	-3%
38. CNC(=S)NNC(=O)c1cccc(N(C)C)c1
 : 41%[activator]	-24%	-3%	-1%	-12%	4%	-38%	-2%	12%
39. CCNS(=O)(=O)c1cc(OC)ccc1OC
 : 10%	4%	0%	-7%	-14%	12%	21%	-15%	33%[activator]
40. c1ccc(NNC2=NCCCCC2)cc1
 : 12%	0%	0%	0%	-3%	26%	2.5µM*	-11%	?
41. Cc1ccc(S(=O)(=O)c2nc(-c3ccccc3)oc2NCCN2CCOCC2)cc1
 : -1%	-29%	1%	-7%	-4%	-1%	?	-7%	5%
42. COc1cccc(CC2(CO)CCCN(Cc3cnn(-c4ccccc4)c3)C2)c1 (stereo unspecified)
 : -14%	-20%	1%	-9%	11%	8%	·	-4%	27%

# Down the list, as entered above.
# Compounds 37 to 40 in Pol beta inh: 33%, 41%[activator], 10%, 12%
# Compounds 37 to 40 in Apoferritin bind: -14%, -1%, -7%, 0%
# Compounds 37 to 40 in APE1 inh: -3%, 4%, 12%, 26%

# Some of the compounds tested, so the mix of outcomes need not match the whole.
